TAAR1 antag: human TAAR1 antagonists, primary screen, Fluo-8 calcium fluorescence, CHO RD-HGA16 cells; antagonist; 1.5% of 360,000 active; inhibition, % at 3 µM;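 active means inhibition above a per-plate cutoff, the mean inhibition of test compounds on that plate plus 3 SD, cut at about 49% in these data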;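 further: 0% = DMSO plus EC80 beta-PEA response and 100% = DMSO alone without agonist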
Target sequence (Q96RJ0 whole entry, looked up): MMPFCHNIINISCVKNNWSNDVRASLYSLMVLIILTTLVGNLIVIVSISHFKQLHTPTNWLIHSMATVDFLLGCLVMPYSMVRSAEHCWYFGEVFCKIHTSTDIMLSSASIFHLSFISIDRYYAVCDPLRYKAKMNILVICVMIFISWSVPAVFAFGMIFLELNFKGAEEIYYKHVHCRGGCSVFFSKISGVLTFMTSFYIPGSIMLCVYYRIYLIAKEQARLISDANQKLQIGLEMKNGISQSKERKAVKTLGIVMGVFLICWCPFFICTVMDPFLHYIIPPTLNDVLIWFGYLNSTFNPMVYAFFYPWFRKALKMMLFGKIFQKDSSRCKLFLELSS
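Test system – hTAAR1-expressing CHO RD-HGA16 cells, Gα16-coupled · Also added – β-PEA at EC80 concentration, post-compound challenge · Compound – 3 µM, single point · Incubation – dye loading 75 min at 37 °C, then 30 min room temperature · Measured by – Fluo-8 intracellular calcium dye fluorescence, real-time kinetic reads · Benchmarks – vehicle and agonist controls · Replicates – singlicate, one well per test compound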
OXTR ag: human OXTR agonists, primary screen, fluorescence, CHO-OTR cells, Fluo-8 calcium | 0.32% of 320,000 active | AID 2435, 2010 | Fluo-8 calcium fluorescence; normalized: DMSO 0%, oxytocin 100% | activation, % at 3 µM;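 active means activation above the mean of all tested compounds plus 3 SD, cutoff set per screening run, cut at about 20% in these data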;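 further: peak over basal fluorescence ratio from a 100 s FLIPR kinetic read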
Target sequence (P30559 whole entry, looked up): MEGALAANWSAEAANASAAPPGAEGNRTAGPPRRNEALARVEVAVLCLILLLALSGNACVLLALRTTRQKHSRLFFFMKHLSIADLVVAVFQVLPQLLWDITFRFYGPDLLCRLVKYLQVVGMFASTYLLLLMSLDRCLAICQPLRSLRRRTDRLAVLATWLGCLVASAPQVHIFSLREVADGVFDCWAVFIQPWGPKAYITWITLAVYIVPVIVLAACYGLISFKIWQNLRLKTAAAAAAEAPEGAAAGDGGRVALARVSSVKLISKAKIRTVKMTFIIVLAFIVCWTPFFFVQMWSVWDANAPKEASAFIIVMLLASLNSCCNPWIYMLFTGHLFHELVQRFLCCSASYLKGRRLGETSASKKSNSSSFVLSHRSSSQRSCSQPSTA
CHO-K1 Ca antag: counter-screen for M1 antagonists: effect in parental CHO-K1 cells; ATP-induced calcium, Fluo-8 fluorescence; inhibition, % at 3 µM; 0.6% of 360,000 active;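 active means inhibition above a per-plate cutoff, the plate's mean sample inhibition plus 3 SD, cut at about 24% in these data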;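 further: 0% = DMSO plus EC80 ATP and 100% = DMSO alone without ATP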
OXTR potentiate: human OXTR potentiators, primary screen, fluorescence, CHO-OTR cells, Fluo-8 calcium. Fluo-8 calcium fluorescence, potentiator mode; 0% = oxytocin EC15, 100% = EC100. activation, % at 3 µM. 0.061% of 320,000 active;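 active means activation above that plate's cutoff, the mean activation of tested compounds plus 3 SD, cut at about 6.6% in these data, passing the limit was not always enough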;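 further: 100% uses oxytocin at 75 nM as the full agonist control; some results filed as inactive read as strong as hits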
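Assay system: CHO cell line stably expressing human OTR. Reagent: EC15 oxytocin agonist. Dosing: single dose, 3.0 µM nominal final compound concentration. Timing: compound 6 min at room temperature before oxytocin, 100 s read. Signal: kinetic Fluo-8 calcium fluorescence. Controls: oxytocin EC15 low and EC100 high.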
CHO parental Ca: ATP-evoked calcium signal inhibitors, parental CHO, primary screen, counter-screen for OX1R antagonist project, cell-based, fluorescence, Fluo-8 calcium dye. 0.63% of 330,000 active. AID 463079, 2010. inhibition, % at 5.6 µM. parental CHO-K1, ATP-induced calcium, Fluo-8 fluorescence;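 active means inhibition above that plate's mean sample inhibition plus 3 SD, cut at about 26% in these data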;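 further: 0% = ATP-challenged DMSO wells and 100% = DMSO wells without ATP; some compounds past the cut are filed as inactive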
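material = parental CHO cells | also added = ATP as calcium-mobilizing challenge | dosing = single point at 5.6 µM | detection = intracellular calcium via Fluo-8 no-wash fluorescent dye | read-out = % inhibition | benchmarks = low control ATP plus DMSO, high control DMSO only | repeats = one well per compound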
V1R ag counter: agonists of human V1a receptor, primary screen, counter-screen for OXTR agonist project, fluorescence, CHO-V1R cells; Fluo-8 calcium fluorescence, agonist mode; 0% DMSO, 100% 3 nM vasopressin; activation, % at 3 µM; AID 2797, 2010; 0.25% of 320,000 active; Vasopressin V1a receptor (Homo sapiens), P37288;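 active means activation above the mean activation of all tested compounds plus 3 SD, per screening run, cut at about 20% in these data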;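 further: signal is peak over basal fluorescence ratio across a 100 second FLIPR read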
GPR7 antagonist: GPR7 receptor antagonists, primary screen, cell-based, fluorescence, single concentration | Neuropeptides B/W receptor type 1 (Homo sapiens), P48145 | GPR7-expressing cells, fluorescence antagonist assay | inhibition, % at 4.4 µM | 1.1% of 290,000 active | AID 1861, 2009; in the data active means inhibition above about 16%, passing the limit was not always enough;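 further: cells stimulated with the agonist NPW; 0% = agonist with vehicle and 100% = vehicle without agonist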
Target sequence (P48145 whole entry, looked up): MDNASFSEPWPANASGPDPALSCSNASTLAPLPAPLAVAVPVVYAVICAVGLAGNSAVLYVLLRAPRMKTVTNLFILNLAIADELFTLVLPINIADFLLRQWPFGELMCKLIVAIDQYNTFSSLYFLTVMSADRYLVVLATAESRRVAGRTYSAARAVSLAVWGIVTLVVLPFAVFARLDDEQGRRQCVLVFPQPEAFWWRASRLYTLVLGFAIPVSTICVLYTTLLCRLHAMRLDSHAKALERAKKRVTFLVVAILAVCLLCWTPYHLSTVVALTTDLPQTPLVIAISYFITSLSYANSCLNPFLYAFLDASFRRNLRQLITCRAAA
M1 PAM parental: nonselective calcium activators in parental CHO-K1 cells, primary screen, counter-screen for M1 PAM project, cell-based, Fluo-8 calcium fluorescence, full deck, 1536-well. ATP EC20; 0% at ATP EC20, 100% at ATP max. activation, % at 3 µM. 0.02% of 360,000 active. AID 602247, 2012;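 active means activation above the run cutoff, the mean activation of all test compounds plus 3 SD, cut at about 40% in these data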;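 further: peak over basal fluorescence ratio in a 140 s read after ATP addition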
CHO-K1 Ca ag: counter-screen for M1 agonists: effect in parental CHO-K1 cells | activation, % at 3 µM | 0.48% of 360,000 active | Fluo-8 calcium fluorescence; scaled to maximal ATP response, vehicle zero; in the data active means activation above about 15%;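 further: untransfected CHO-K1 host cells lacking M1 receptor as counterscreen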
The depositor's hits bear a star; x = not tested or not shown.

SMILES | TAAR1 antag | OXTR ag | CHO-K1 Ca antag | OXTR potentiate | CHO parental Ca | V1R ag counter | GPR7 antagonist | M1 PAM parental | CHO-K1 Ca ag
O=c1cc(-c2ccccc2)nc2nc(CCc3ccccc3)[nH]n12 | 3.6 | -0.6 | -12.3 | -9.6 | 3.8 | -0.2 | 0.5 | 16.0 | -0.1
COc1ccc2c(c1)C[C@]1(C)c3ccccc3C(=O)N(Cc3ccccc3)[C@H]21 | -4.4 | x | -31.3 | x | x | x | x | 23.4 | 0.4
CCNC(=S)NN=C1CCC(C(C)(C)C)CC1 (stereo not drawn) | -9.5 | -1.3 | 1.7 | 1.3 | -2.1 | -0.7 | 3.6 | 5.0 | -0.1
C=CCC[C@H](Cc1ccc(F)cc1)C(=O)OC[C@@H]1CCCN1C(=O)[C@@H](CC=C)CC(=O)NCCO | 2.2 | 0.6 | -14.2 | 1.6 | -11.9 | 1.0 | x | 10.2 | 0.8
O=C(NCc1ccco1)c1cnn2c(C(F)(F)F)cc(-c3cccs3)nc12 | -5.3 | 0.7 | 5.1 | -18.2 | -6.1 | -1.8 | 3.4 | 1.9 | 0.8
Cc1cccc(C)c1OCC(=O)NNC(=O)CCCn1c(=O)oc2ccccc21 | -1.1 | 0.2 | -11.8 | -0.8 | -15.8 | 0.9 | x | 0.0 | 0.6
COc1ccc(C2(CNC(=O)c3ccc(C)cc3)CCOCC2)cc1 | -6.1 | -0.9 | -5.1 | -4.5 | -12.1 | -0.4 | -17.4 | 12.7 | 1.4
COc1ccc(C(=O)Nc2ccc(Cl)cc2C(=O)NCCO)cc1 | -0.3 | 0.2 | -3.2 | -11.3 | -14.4 | 0.2 | 2.5 | 11.3 | 1.1
O=C(O)/C=C/c1ccc([N+](=O)[O-])o1 | 0.8 | 1.9 | -9.5 | -3.8 | -6.3 | 4.2 | -2.7 | 16.3 | 1.8
COc1ccccc1NC(=O)c1cc(C(=O)Nc2ccccc2OC)cc(N2C(=O)CCC2=O)c1 | 14.0 | 1.9 | -7.1 | -6.3 | -6.0 | 3.0 | -4.5 | 20.9 | 2.4
O=C(COc1ccccc1)Nc1cccc2c1CCCC2 | 10.2 | -2.4 | 4.0 | -14.3 | -2.1 | -1.2 | 3.8 | 7.0 | 1.3
Cc1ccc(C(N)=O)cc1S(=O)(=O)Nc1cccc(C)c1C | 11.0 | 0.1 | -13.5 | -3.6 | -6.6 | 0.6 | -0.5 | 11.5 | 0.9
CCOC(=O)C1=C(N)Oc2cc(O)ccc2C1c1ccc([N+](=O)[O-])cc1 (stereo not drawn) | 19.3 | 1.5 | -13.5 | -11.5 | -24.1 | 1.1 | 6.2 | 17.0 | 1.0
COC(=O)c1cc(Br)c(=O)n(-c2ccccc2F)c1 | -15.8 | 0.1 | -2.0 | -5.0 | 8.0 | 0.0 | -16.3 | 1.9 | -0.5
c1ccc(-c2oc3ncnc(NCCCn4ccnc4)c3c2-c2ccccc2)cc1 | x | -1.1 | -6.0 | -5.1 | -19.9 | 1.2 | 0.9 | 14.1 | 2.2

The final 4 compounds of the part above open the next one.
SMILES | TAAR1 antag | OXTR ag | CHO-K1 Ca antag | OXTR potentiate | CHO parental Ca | V1R ag counter | GPR7 antagonist | M1 PAM parental | CHO-K1 Ca ag
Cc1ccc(C(N)=O)cc1S(=O)(=O)Nc1cccc(C)c1C | 11.0 | 0.1 | -13.5 | -3.6 | -6.6 | 0.6 | -0.5 | 11.5 | 0.9
CCOC(=O)C1=C(N)Oc2cc(O)ccc2C1c1ccc([N+](=O)[O-])cc1 (stereo not drawn) | 19.3 | 1.5 | -13.5 | -11.5 | -24.1 | 1.1 | 6.2 | 17.0 | 1.0
COC(=O)c1cc(Br)c(=O)n(-c2ccccc2F)c1 | -15.8 | 0.1 | -2.0 | -5.0 | 8.0 | 0.0 | -16.3 | 1.9 | -0.5
c1ccc(-c2oc3ncnc(NCCCn4ccnc4)c3c2-c2ccccc2)cc1 | x | -1.1 | -6.0 | -5.1 | -19.9 | 1.2 | 0.9 | 14.1 | 2.2
CCOC(=O)Cc1csc(NC(=O)CSc2nnc(-n3nc(C)cc3C)c3ccccc23)n1 | 8.2 | -0.4 | 0.2 | -6.2 | -28.0 | 0.0 | -5.2 | 7.6 | 1.7
CCOc1ccc(NC(=O)C2CC(=O)N(C)C(=Nc3ccc4c(c3)OCO4)S2)cc1 (stereo not drawn) | -8.8 | -0.1 | -16.4 | 1.1 | -4.7 | 1.6 | -3.1 | 2.0 | 0.2
COc1ccc(NC(=O)c2cc([N+](=O)[O-])ccc2N2CCCCC2)cc1 | -31.4 | -1.5 | -3.1 | -1.8 | -24.5 | -1.1 | 3.9 | 5.0 | -0.6
CCOc1ccccc1NC(=S)N(CCOC)C1CCN(C(C)=O)CC1 | -2.4 | 1.5 | -3.0 | -13.5 | -0.2 | -0.1 | 1.8 | 10.5 | 10.1
CCn1nc(C)cc1C(=O)N1CCCC(C(=O)c2ccccc2SC)C1 (stereo not drawn) | -16.7 | 3.9 | -12.9 | -8.0 | -9.4 | 4.8 | -3.7 | 3.2 | 7.1
COc1ccc(C)cc1S(=O)(=O)N1CCC(C(=O)NCCC2=CCCCC2)CC1 | 9.1 | 3.0 | -16.8 | -9.1 | -20.9 | 2.2 | 17.9 | 26.9 | 3.8
O=C(CCCCCn1c(=S)[nH]c2cc3c(cc2c1=O)OCO3)N1CCN(c2ccc(F)cc2)CC1 | 11.1 | -2.6 | -17.8 | -10.6 | -19.0 | -1.1 | 7.5 | 14.2 | 1.8
O=C1NC[C@@H](CCCCN2C[C@H](Cc3ccccc3)N(CC3CCCCC3)C(=O)C2=O)N(Cc2ccccc2)C1=O | 15.3 | x | -5.4 | x | x | x | x | -9.9 | 16.6*
O=C(CCN1CCN(S(=O)(=O)c2ccc(Cl)cc2)CC1)Nc1ccccc1F | -1.6 | 1.3 | -16.6 | -1.6 | -20.2 | 0.5 | -6.7 | 16.5 | 1.5
CC(C)(C)[C@@H]1C=C(C(=O)NCc2ccccc2)O[C@H](OCc2ccc(CO)cc2)C1 | 18.1 | -2.3 | -8.4 | -9.3 | -16.8 | -1.3 | -9.8 | 25.7 | 0.1
CC1CCN(C(=O)C(C)OC(=O)CSc2ccc([N+](=O)[O-])cc2)CC1 (stereo not drawn) | -8.4 | 0.0 | 3.3 | -6.5 | -7.3 | 1.1 | x | -13.6 | 0.5
Cn1nc(CC(=O)NCCN2C(=O)CSC2=O)c2ccccc2c1=O | 4.8 | -0.3 | -2.0 | -4.0 | -6.7 | -0.6 | -15.5 | 20.1 | 0.1
O=S(=O)(c1ccccc1)N1CCC2(CC1)OCCN2S(=O)(=O)c1cccs1 | -8.4 | x | -7.7 | x | x | x | x | 8.7 | 9.2
O=C(C1=NN[C@@H]2C(=O)N(c3ccccc3C(F)(F)F)C(=O)[C@H]12)C(c1ccccc1)c1ccccc1 | 0.0 | -1.9 | 10.4 | -10.0 | -17.0 | -1.2 | -2.5 | -8.0 | -0.4
COC(=O)C(Cc1c[nH]c2ccccc12)NC(=O)CCNC(=O)c1ccco1 (stereo not drawn) | -6.5 | x | 1.2 | x | x | x | x | 1.8 | 0.2
COc1ccc(OC)c(NC(=O)c2nc(S(=O)(=O)Cc3ccccc3)ncc2Cl)c1 | 52.0* | -2.6 | 15.4 | -4.0 | 37.2 | -0.9 | 1.2 | 13.3 | -1.5
COc1ccc(-c2cnnc(N/N=C/c3ccc(O)cc3)n2)cc1 | -0.3 | -2.6 | -0.6 | -6.4 | -19.2 | -0.2 | -6.4 | 5.1 | 1.8
CC(C)OCCCn1c(SCC(=O)Nc2ccccc2C(F)(F)F)nc2nccnc2c1=O | 6.3 | -0.8 | -14.9 | -4.0 | -21.5 | 1.1 | 10.5 | -0.5 | 2.2
CCOC(=O)c1c(NC(=O)COC(=O)C2CCC2)sc(C(=O)N(C)C)c1C | -26.9 | x | -6.5 | x | x | x | x | 8.8 | -0.1
S=C1NC[C@H](Cc2cccc3ccccc23)N1CC1CCCCC1 | 0.2 | 0.5 | -4.6 | -12.5 | -18.8 | 1.8 | x | 6.4 | 0.2
Cc1oc(C(=O)O)cc1COc1cccc2cccnc12 | 8.5 | -1.1 | 1.4 | -5.1 | -11.5 | -0.2 | -0.6 | 10.8 | 0.3
CCS(=O)(=O)n1nc(-c2ccc(Cl)cc2)nc1SCc1ccccc1 | x | -0.7 | x | -9.1 | -6.3 | 0.1 | -12.5 | x | x
C=CCNC1=C(Cl)C(=O)N(Cc2ccccc2)C1=O | 7.7 | -0.8 | -10.2 | -10.3 | -8.1 | -0.9 | 1.8 | -5.8 | 0.2
COC(=O)c1ccc(CNC(=O)CN(CCC(C)C)S(=O)(=O)c2ccc3c(c2)OCCO3)cc1 | 34.2 | 1.6 | -7.5 | -12.3 | -27.9 | 1.7 | -2.7 | 27.5 | 6.5
Cn1c(=O)c2[nH]c(CN3CCCCC3)nc2n(C)c1=O | 9.3 | x | -17.5 | x | x | x | x | 19.5 | 0.6
CCN(CC)S(=O)(=O)c1ccc2oc(C(=O)NC3CCCc4ccccc43)c(C)c2c1 (stereo not drawn) | -10.6 | -2.1 | -23.0 | -5.9 | -13.7 | 1.9 | -3.1 | 9.1 | 0.1
Cc1cc(C)cc(OCC(=O)OC(C)C(=O)Nc2c(C)n(C)n(-c3ccccc3)c2=O)c1 (stereo not drawn) | -19.5 | -1.5 | 12.1 | -6.9 | 14.1 | -0.7 | x | -18.6 | 3.0
CCC(C)(C)n1nnnc1C(c1cccs1)N1CCN(Cc2ccccc2)CC1 (stereo not drawn) | -17.9 | -1.6 | -6.0 | -6.5 | -17.1 | -0.6 | 7.3 | -13.6 | -0.3
Cc1ccc([N+](=O)[O-])cc1N=C1C(=O)Nc2ccccc21 | -21.9 | -0.2 | -5.3 | -7.4 | -2.4 | 0.4 | 9.6 | 18.2 | 0.2
CCn1ncc(Br)c1C(=O)Nc1ccn(C23CC4CC(CC(C4)C2)C3)n1 | -10.5 | -2.2 | 4.5 | -1.2 | -12.8 | -0.8 | -1.5 | 1.5 | 1.3
CCCCC[C@@H](C)N1C[C@@H](COCc2ccccc2)Oc2cc(N3CCC[C@H]3C(N)=O)ccc2S1(=O)=O | -38.1 | x | -28.0 | x | x | x | x | 26.8 | 0.9
COc1cc(CNCC(O)c2ccccc2)ccc1OCc1ccc(Cl)nc1 (stereo not drawn) | -10.6 | 20.2* | -12.0 | -11.8 | -21.6 | 8.9 | 6.1 | 17.1 | 1.4
